Compound activity: PubChem BioAssay, several laboratories
SKN-1 block: blocks SKN-1 activity in C. elegans. C. elegans VP596 Pgst-4::GFP/RFP ratio, acrylamide-induced, 24 h. inhibition, % at 21.8 µM. 0.49% of 360,000 active. AID 624304;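 active means interference check ratio from 0.5 to 1.5 plus GFP to RFP signal ratio inhibition reaching or exceeding a fixed threshold, cut at about 30% in these data, passing the limit was not always enough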; further: some compounds called inactive have numbers as strong as hits
MT1-MMP act inh: MT1-MMP (human) activation inhibition; P50281; HT1080 RFP-PRO-GFP cells, GFP/RFP ratio fluorescence, overnight; percent of plate control window, DMSO zero; GFP/RFP ratio change, % at 20 µM; 0.061% of 360,000 active;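 active means GFP/RFP ratio change of at least 30% with cell ATP level not reduced by more than half and red fluorescence within 50% of control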; further: strong numbers were not always called active
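system = RFP-PRO-GFP reporter HT1080 cells | dosing = 20 µM single dose, 1% DMSO | timing = overnight cell settling, then overnight compound exposure, 37 °C, 5% CO2 | read-out basis = GFP/RFP fluorescence ratio | controls = DMSO and RFP-L50D-GFP cell wells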
MsrA inh: bovine MsrA inhibition; purified bovine MsrA, absorbance read-out; inhibition, % at 15.5 µM; 0.75% of 360,000 active; AID 651718; in the data active means inhibition above about 4.5%;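 further: 0% = vehicle wells with enzyme and 100% = reference inhibitor wells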
CendR NRP1 mod: NRP-1/CendR interaction modulation; FAM-RPARPAR peptide binding to NRP-1, fluorescence polarization; inhibition, % at 25 µM; O14786; 0.85% of 360,000 active; AID 602438;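 active means inhibition or corrected inhibition above about 18%, plus a signal ratio from 0.5 to 1.5, limit read from the data, passing the limit was not always enough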; further: strong numbers were not always called active
bovine MsrA act: bovine methionine sulfoxide reductase A activation. activation, % at 10.6 µM. AID 602163. purified bovine MsrA, absorbance read-out. 0.3% of 360,000 active; in the data active means activation above about 7.5%;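 further: 0% = vehicle and 100% = reference activator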
FAS TE block: FAS thioesterase (human) inhibition; P49327; recombinant FAS-TE, OMFH fluorogenic substrate, fluorescence endpoint; inhibition, % at 15 µM; 0.67% of 360,000 active;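 active means compounds whose normalised, plate-corrected inhibition of enzyme fluorescence in the single-dose primary screen is 50% or more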;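 further: 0% = DMSO with enzyme and 100% = substrate without enzyme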
PABP1 MLLE inh: inhibitors of microRNA-mediated deadenylation, human PABP1 MLLE binding; P11940; AID 588489; 0.36% of 360,000 active; GST-MLLE / FITC-PAM2 fluorescence polarization; inhibition, % at 20 µM; in the data active means inhibition above about 35%, passing the limit was not always enough;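 further: plate controls were DMSO wells with GST-MLLE for no effect and wells lacking GST-MLLE protein for full effect; some results filed as inactive read as strong as hits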
Tb MetRS inh: blocks T. brucei methionyl-tRNA synthetase activity; 0.4% of 360,000 active; inhibition, % at 11.9 µM; purified T. brucei MetRS, ATP depletion, Kinase-Glo luminescence;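 active means inhibition above a per-plate cutoff of the control wells' mean inhibition plus 3 SD, cut at about 5.5% in these data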;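 further: 0% = DMSO wells median and 100% = median of wells with control inhibitor compound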
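assay system = parasite MetRS enzyme | timing = 15 min preincubation, 2 h reaction, all 25 °C | evaluation = percent inhibition relative to median high and low control wells | medium = HEPES buffer containing pyrophosphatase, BSA, spermine, DTT | compound = single dose, 11.9 µM final nominal, 0.9% final DMSO | detection = Kinase-Glo luminescence, ATP depletion format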
E coli Lon inh: inhibits E. coli Lon protease | inhibition, % at 7.94 µM | AID 602123 | purified E. coli Lon protease, fluorescence polarization | 0.42% of 360,000 active | P0A9M0; in the data active means inhibition above about 13%, passing the limit was not always enough;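 further: 0% = enzyme with probe and DMSO and 100% = no enzyme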
* marks the source's active call; other numbers are inactive results; / = not tested or not shown.

SMILES	SKN-1 block	MT1-MMP act inh	MsrA inh	CendR NRP1 mod	bovine MsrA act	FAS TE block	PABP1 MLLE inh	Tb MetRS inh	E coli Lon inh
Cc1csc2nc(CN3CCN(CC(=O)N(C)C)CC3)cc(=O)n12	20	4	2.2	8	-1	-3	-14	0.1	0
CC(O)CNCCCOc1cccc(Oc2ccccc2)c1 (stereo not given)	18	-1	-1.1	-3	-5	-2	6	-0.1	5
O=C(O)C(Cc1ccccc1)NS(=O)(=O)c1ccc(Cl)cc1 (stereo not given)	15	-18	-0.4	0	-1	-3	-10	-0.5	8
COc1cccc(C2c3[nH]c4ccccc4c3C[C@H]3C(=O)N(C4CC4)CC(=O)N23)c1 (stereo not given in full)	23	-2	0.8	-5	-1	0	5	16*	12
NS(=O)(=O)c1ccc(N=Cc2c(O)c3ccccc3oc2=O)cc1	11	-1	-0.5	-6	-12	-5	-17	-1.3	-5
O=C(CNC(=O)c1cccc(Br)c1)N/N=C/c1ccc2c(c1)OCO2	-1	4	-0.5	8	-6	3	-7	-0.3	0
NNc1nc(Nc2ccccc2)nc(N2CCCCC2)n1	15	4	-0.3	-1	-2	-1	-8	0.7	15
CCc1c(C)nc(SCC(=O)NNC(=O)Cc2ccc(OC)cc2)[nH]c1=O	-3	2	-0.4	-2	-2	-3	0	-1.1	-3
CC(C)C(NC(=O)C(c1ccccc1)c1ccccc1)c1nc2ccccc2[nH]1 (stereo not given)	22	-34	-0.1	3	1	-15	3	0.8	4
O=C(NNc1ccccc1[N+](=O)[O-])Nc1ccc(F)cc1F	22	-1	0.7	2	-3	2	-11	0.4	-6
CSc1cccc(NC(=O)C(C)Sc2ccc(C)cc2)c1 (stereo not given)	-6	14	0.5	8	-9	-10	9	0.0	-4
COc1cccc(NC(=O)CSC(N)=O)c1	4	-1	0.9	3	7	-36	38*	0.7	-1
COc1cccc(CSc2nc3ccccc3cc2C=O)c1	-5	2	-0.8	2	-2	28	-4	-1.0	-13
CC(=O)c1ccc(Nc2nc3ccc(C)cc3n3cnnc23)cc1	13	4	-0.8	-4	8.2*	-4	-14	0.2	-97
CC(=O)Nc1cccc2c1C(=O)N(c1ccc(OC(C)=O)cc1)C2=O	23	-6	1.3	9	-3	4	-3	0.0	-4
O=C(CC1NCCNC1=O)Nc1cccc([N+](=O)[O-])c1 (stereo not given)	4	-1	1.3	-1	-4	-5	-6	-0.2	-13
Clc1ccc(OCCN2CCN(c3ncnc4sccc34)CC2)cc1	-34	6	-0.3	5	-2	22	1	0.1	-14
CC(=O)Nc1ccc(NC(=O)C(C)OC(=O)c2ccc(-n3cnnn3)cc2)cc1 (stereo not given)	-6	3	-0.6	20	-6	-6	-24	-0.6	-5
CCCc1cc(-c2nc(-c3ccc(Br)cc3)cs2)ccn1	19	0	-0.7	9	2	34	16	0.0	0
O=C(OCc1cccc(C(F)(F)F)c1)c1ccc[nH]c1=O	1	3	-0.1	0	-3	-1	11	0.3	0
COc1ccc(CN2CCN(Cc3ccccc3C(F)(F)F)CC2)c(OC)c1	-2	-2	0.7	5	0	4	5	-0.3	-7
COc1cccc(C=NNC(=O)c2ccncc2)c1O	-16	1	2.0	-3	1	-8	-11	-0.2	-4
CC(C)(CSc1nncn1N)NS(=O)(=O)c1ccc(Cl)cc1	5	3	-0.2	7	-4	-2	-8	-1.4	14
CN(C)C(CNc1ccc(S(C)(=O)=O)cc1[N+](=O)[O-])Cc1ccccc1 (stereo not given)	-16	-3	0.9	14	-6	-1	-2	-0.8	-1

Reformatted bar-delimited: three of the compounds above.
structure | SKN-1 block | MT1-MMP act inh | MsrA inh | CendR NRP1 mod | bovine MsrA act | FAS TE block | PABP1 MLLE inh | Tb MetRS inh | E coli Lon inh
CC(=O)Nc1cccc2c1C(=O)N(c1ccc(OC(C)=O)cc1)C2=O | 23 | -6 | 1.3 | 9 | -3 | 4 | -3 | 0.0 | -4
O=C(CC1NCCNC1=O)Nc1cccc([N+](=O)[O-])c1 (stereo not given) | 4 | -1 | 1.3 | -1 | -4 | -5 | -6 | -0.2 | -13
Clc1ccc(OCCN2CCN(c3ncnc4sccc34)CC2)cc1 | -34 | 6 | -0.3 | 5 | -2 | 22 | 1 | 0.1 | -14

(cont.)
SMILES	SKN-1 block	MT1-MMP act inh	MsrA inh	CendR NRP1 mod	bovine MsrA act	FAS TE block	PABP1 MLLE inh	Tb MetRS inh	E coli Lon inh
CC(C)(Oc1ccc(Cl)cc1)C(=O)N1CCC(C(N)=O)CC1	-13	-1	1.0	3	-10	-3	-3	-0.8	-3
CC(=O)Nc1ccc(NC(=O)C2C3C=CC(C3)C2C(=O)O)cc1 (stereo not given)	8	0	-0.3	3	-1	-4	3	-0.5	-19
Cc1cc(C(=O)NNC(=S)NC(=O)/C=C/c2ccccc2Cl)n[nH]1	-15	5	1.6	-10	-8	2	32	-1.1	2
COc1cccc(NC(=O)CCC(=O)Nc2cc(OC)c(NC(=O)c3cccs3)cc2OC)c1	14	-7	0.6	0	7	0	-5	-0.1	8
CCN(CC)C(=O)C1=C(C)N(CCC2=CCCCC2)C(=O)C(CC(=O)NCC2CCCCC2)C1 (stereo not given)	-1	1	-1.3	-5	-2	-2	8	-0.5	6
CCCNC(=O)c1cc(C2CCCCN2C(=O)OCCF)on1 (stereo not given)	0	-1	1.6	6	-1	-5	-2	-0.1	9
CCOc1ccc(OCC)c(NC(=O)CN2CCC(NC(=O)c3cccc(F)c3)CC2)c1	3	10	-0.7	6	2	16	-11	0.2	6
Cc1ccc(NC(=O)C2CC(Cl)=CCC2C(=O)O)c([N+](=O)[O-])c1 (stereo not given)	-3	2	-1.0	-4	-6	-3	-12	0.0	2
Cc1ccccc1N1CCN(C2CCCN(C(=O)c3cnsn3)C2)CC1 (stereo not given)	4	-2	1.6	-6	5	-6	1	0.3	0
Cc1cc(C)c(C)c(S(=O)(=O)N2CCC(C(=O)Nc3ccccc3N3CCOCC3)CC2)c1C	12	-11	-0.3	-3	0	48	-4	-0.5	1
CC(NC(=O)c1ccc(F)cc1)C(=O)NC1=NCCS1 (stereo not given)	9	4	0.5	-6	-2	-2	13	-0.2	7
Cc1cc2c(cc(C(=O)NCCCN3CCOCC3)n2Cc2ccc(Cl)cc2)o1	6	-5	-0.3	-4	-11	1	20	-1.7	-3

Single records, as listed above:
Cc1csc2nc(CN3CCN(CC(=O)N(C)C)CC3)cc(=O)n12 across the screens: SKN-1 block = 20; MT1-MMP act inh = 4; MsrA inh = 2.2; CendR NRP1 mod = 8; bovine MsrA act = -1; FAS TE block = -3; PABP1 MLLE inh = -14; Tb MetRS inh = 0.1; E coli Lon inh = 0
COc1cccc(NC(=O)CCC(=O)Nc2cc(OC)c(NC(=O)c3cccs3)cc2OC)c1 across the screens: SKN-1 block = 14; MT1-MMP act inh = -7; MsrA inh = 0.6; CendR NRP1 mod = 0; bovine MsrA act = 7; FAS TE block = 0; PABP1 MLLE inh = -5; Tb MetRS inh = -0.1; E coli Lon inh = 8
Clc1ccc(OCCN2CCN(c3ncnc4sccc34)CC2)cc1 across the screens: SKN-1 block = -34; MT1-MMP act inh = 6; MsrA inh = -0.3; CendR NRP1 mod = 5; bovine MsrA act = -2; FAS TE block = 22; PABP1 MLLE inh = 1; Tb MetRS inh = 0.1; E coli Lon inh = -14

(further entries)
SMILES	SKN-1 block	MT1-MMP act inh	MsrA inh	CendR NRP1 mod	bovine MsrA act	FAS TE block	PABP1 MLLE inh	Tb MetRS inh	E coli Lon inh
COC(=O)CCCc1nc2ccccc2s1	8	-3	-0.1	7	-8	-4	17	-0.1	-7
CC(C)N1CCC(=NNc2ccc([N+](=O)[O-])cc2S(=O)(=O)N2CCOCC2)CC1	-1	11	0.8	1	-6	0	-5	-1.0	2
COc1ccc(NC(=O)C2=NN(C3CCS(=O)(=O)C3)C(=O)CC2)cc1S(N)(=O)=O (stereo not given)	12	0	0.8	-4	-1	-9	1	-0.1	7
Cc1ccc(/C=C/C(=O)OCC(=O)NCc2ccc(Cl)cc2)o1	8	3	2.5	5	-3	8	10	-0.2	0
CC1CC(=O)C2=C(C1)Nc1ccccc1SC2c1ccc(F)cc1 (stereo not given)	19	-2	2.5	4	-2	12	1	-0.1	1
CC1(C)CC(=O)c2sc(NC(=O)CN3CCOCC3)nc2C1	12	7	1.0	2	-2	2	8	-0.2	-3
CS(=O)(=O)NCCSc1nnnn1-c1ccccc1	-7	6	1.8	11	4	-1	-3	-0.8	-8
CCc1ccc(-c2cc(C(F)(F)F)n3nc(C(=O)Nc4cnn(Cc5ccc(C)cc5)c4)cc3n2)s1	-2	-1	/	-12	-5	16	-12	-0.7	0
O=C1CN(C(=O)COc2ccccc2F)c2ccccc2N1	-3	-1	0.8	-14	1	-7	-6	-0.7	-1
CCCCNC(=S)N(C)/N=C/c1c(F)c(F)c(F)c(F)c1F	-4	-5	0.1	0	-10	31	-16	-0.6	9
CCCC(C)NC(=O)CSc1nnc(-c2c[nH]c3ccccc23)o1 (stereo not given)	6	7	-0.4	-18	-2	-1	-4	2.3	2
COc1ccc2c(c1)-c1c(ssc1=S)C(C)(C)N2S(=O)(=O)c1ccc(C)cc1	3	1	1.3	-24	-6	40	24	-0.7	5
COc1ccc2c(C=O)cn(C)c2c1	4	-6	-0.1	8	-3	0	-11	0.1	5
CC1CCCN(C(=O)COC(=O)COc2ccc(Cl)cc2)C1 (stereo not given)	0	-2	-1.6	1	-2	-4	7	0.2	-3
CN(C(=O)c1ccccc1C(=O)OCC(=O)NCc1ccccc1)C1CCCCC1	14	-2	-0.3	4	-2	-3	4	-0.8	7
CCOC1=C2[C@H](c3ccccc3F)N(S(=O)(=O)c3ccc(C)cc3)C[C@H]2n2c(=O)n(-c3ccccc3)c(=O)n2C1	10	-2	-0.1	-3	-3	75*	3	0.1	1

Some of these compounds in order of SMILES length, rising:
SMILES	SKN-1 block	MT1-MMP act inh	MsrA inh	CendR NRP1 mod	bovine MsrA act	FAS TE block	PABP1 MLLE inh	Tb MetRS inh	E coli Lon inh
COc1ccc2c(C=O)cn(C)c2c1	4	-6	-0.1	8	-3	0	-11	0.1	5
CN(C(=O)c1ccccc1C(=O)OCC(=O)NCc1ccccc1)C1CCCCC1	14	-2	-0.3	4	-2	-3	4	-0.8	7
COc1ccc2c(c1)-c1c(ssc1=S)C(C)(C)N2S(=O)(=O)c1ccc(C)cc1	3	1	1.3	-24	-6	40	24	-0.7	5
